KDM4E inh – JMJD2E (human) inhibition | AID 2147 | Potency, µM (highest dose often 57.1 µM), without a hit: at the highest dose activity change, negative = inhibition, actives largely listed as inhibitors | hit rate 1.6% among 230,000 | B2RXH2 | JMJD2E catalytic domain, FDH-coupled NADH fluorescence (FDH is formaldehyde dehydrogenase); active means well fitted inhibition curve with a large enough effect, not every such curve was filed as active; inconclusive means small, poorly fitted or top-dose-only effect, or another doubt; inactive means no such curve, though single readings can be large or run the other way;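 further: 0% = wells with enzyme and -100% = buffer wells without enzyme; nearly all actives have a fitted effect of over 50% in size; many of its hits are not listed in these tables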
Target sequence (B2RXH2 1-337 limits assumed): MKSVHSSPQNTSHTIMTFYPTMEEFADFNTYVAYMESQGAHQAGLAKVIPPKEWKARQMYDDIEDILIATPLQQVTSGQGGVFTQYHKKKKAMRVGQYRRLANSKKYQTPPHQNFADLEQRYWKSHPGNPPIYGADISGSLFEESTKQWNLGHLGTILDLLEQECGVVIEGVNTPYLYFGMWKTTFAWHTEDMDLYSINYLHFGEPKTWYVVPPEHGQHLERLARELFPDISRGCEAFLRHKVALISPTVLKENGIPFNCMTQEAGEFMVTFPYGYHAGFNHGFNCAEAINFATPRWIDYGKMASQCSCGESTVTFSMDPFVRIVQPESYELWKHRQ
GAA spleen mod – lysosomal alpha-glucosidase (human) modulation; Potency, µM (titrated, usually from 79.9 µM), for the others: top-dose activity change, negative = inhibition, usual class: inhibitors; human spleen homogenate, 4-MU-alpha-glucoside fluorescence; hit rate 0.006% among 240,000; P10253;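 further: 0% = enzyme with vehicle and -100% = no enzyme basal signal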
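Human spleen homogenate (1 ug) incubated with compounds and 1 mM 4-methylumbelliferyl-alpha-D-glucopyranoside in pH 5.0 citrate/phosphate buffer, 37 C, 40 min. Stopped at pH 10; 4-MU fluorescence (Ex 365/Em 440 nm); AC50 by Hill fit.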
ALDH1A1 inh – ALDH1A1 (human) enzyme inhibition; Purified ALDH1A1, NADH fluorescence, propionaldehyde substrate; Potency, µM (highest dose often 75.3 µM), for inactives: top-dose activity, negative = inhibition, actives largely listed as inhibitors; AID 1030; P00352; hit rate 7.3% among 220,000; active means well fitted inhibition curve with a large enough effect, not every such curve was filed as active; inconclusive means small, poorly fitted or top-dose-only effect, or another doubt; inactive means no such curve, though single readings can be large or run the other way;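 further: plate controls were no enzyme wells and a reference inhibitor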
Target sequence (P00352 whole entry, looked up): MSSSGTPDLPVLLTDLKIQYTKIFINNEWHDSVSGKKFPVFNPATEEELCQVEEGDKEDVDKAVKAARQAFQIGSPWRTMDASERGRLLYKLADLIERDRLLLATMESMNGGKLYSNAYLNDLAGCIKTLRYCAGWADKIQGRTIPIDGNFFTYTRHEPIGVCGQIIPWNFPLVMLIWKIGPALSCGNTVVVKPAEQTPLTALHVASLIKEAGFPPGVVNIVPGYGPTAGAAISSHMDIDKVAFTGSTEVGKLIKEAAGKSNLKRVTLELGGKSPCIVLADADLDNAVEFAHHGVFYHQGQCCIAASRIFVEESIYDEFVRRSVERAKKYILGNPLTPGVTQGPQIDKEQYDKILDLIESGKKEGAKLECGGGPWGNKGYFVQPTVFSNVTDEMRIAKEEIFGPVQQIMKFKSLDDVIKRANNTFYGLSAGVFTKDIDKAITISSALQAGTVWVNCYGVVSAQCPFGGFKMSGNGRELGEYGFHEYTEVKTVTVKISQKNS
GAA glycogen – GAA glycogen-cleavage inhibition or activation | P10253 | recombinant GAA, glycogen substrate, Amplex Red glucose oxidase fluorescence | Potency, µM (top dose mostly 76.4 µM), without a hit: at the highest dose activity change, negative = inhibition, most hits filed as inhibitors | hit rate 0.38% among 300,000 | AID 2100;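 further: 0% = full enzyme reaction and -100% = no-enzyme basal signal; the screen sought inhibitors and activators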
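qHTS, 1536-well; enzyme 4 nM final; cpd up to 77 uM; substrate bovine liver glycogen 30 ug; 50 mM citrate/phosphate pH 5.0, 0.01% Tween-20; 37 C, 40 min; Amplex Red detection 45 min RT; Hill fit → AC50.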
aGal spleen mod – inhibits or activates alpha-galactosidase in human spleen homogenate. human spleen homogenate, 4MU-alpha-Gal fluorescence, 40 min. hit rate 0.008% among 240,000. Potency, µM (doses to about 80 µM), for the others: at the top dose activity change, negative = inhibition, usual class: inhibitors. P06280;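 further: 0% = enzyme with vehicle and -100% = no enzyme basal signal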
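Fluorogenic readout (Ex 365/Em 440 nm) of 4-methylumbelliferone released from 1 mM 4-MU-alpha-galactoside by spleen homogenate, 40 min at 37C, pH 5.0. Data normalized to no-enzyme and enzyme controls; Hill-equation AC50 from compound titrations.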
GAA inhib – alpha-glucosidase (human) inhibition; Potency, µM (doses to about 76.9 µM), without a hit: at the highest dose activity change, negative = inhibition, hits mostly inhibitors; AID 1466; hit rate 0.005% among 200,000; purified human GAA, 4-MU-alpha-glucoside fluorescence; P10253;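 further: plate controls were uninhibited enzyme wells for no effect and no-enzyme background for full effect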
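Activity normalized between no-enzyme (basal) and enzyme-only wells. Conditions: 4 nM human enzyme, 400 uM fluorogenic substrate, citrate/phosphate pH 5.0 with Tween-20, 20 min room temperature, compounds up to 77 uM.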
SMN2 splice enh – SMN2 splice variant enhancement | HEK293 SMN2-luciferase splicing reporter, luminescence, 30-36 h | Potency, µM (series often up to 46.1 µM), for the others: at the top dose activity change, positive = activation, actives largely listed as activators | hit rate 2.8% among 210,000 | AID 1458; further: % of control where 0% means no effect; nearly all actives have a fitted effect of over 55% in size
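HEK293 cells carry an SMN2 […]–luciferase reporter in which exon 7 inclusion puts luciferase in frame. Cells were plated 10-12 h before compound addition, then incubated 30-36 h at 37C. ONE-Glo luminescence was read; sodium butyrate at 4.5 mM final served as control.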
GoLoco inh red – blocks human Gai1 binding to RGS12 GoLoco peptide, red readout; Gai1:RGS12 GoLoco peptide FP, rhodamine, 10 min; Potency, µM (titrated, usually from 61.6 µM), inactives show top-dose activity, negative = inhibition, usual class: inhibitors; hit rate 0.44% among 230,000; P63096; active means well fitted inhibition curve with a large enough effect, not every such curve was filed as active; inactive means no such curve, though single readings can be large or run the other way; further: on the % scale 0 is the no-effect control and ±100 the full control effect; nearly all actives have a fitted effect of over 30% in size; many of its hits are not listed in these tables
An asterisk follows results filed as active; ? = inconclusive; nt = not tested or not shown; & = joins results of further samples; [ ] = dose if it differs, or a comment. Unless noted, the call rests on the fitted dose curve; in most records, active means well fitted curve in the direction sought with a large enough effect; inconclusive means small, poorly fitted or top-dose-only effect, or another doubt; inactive means no such curve, though single readings can be large; an effect the other way counts as inactive or inconclusive. Potency means the concentration at half of the fitted maximal effect. This is a subset; rates above refer to the full screens.

smiles	KDM4E inh	GAA spleen mod	ALDH1A1 inh	GAA glycogen	aGal spleen mod	GAA inhib	SMN2 splice enh	GoLoco inh red
CN1C(=O)C2(C(C#N)=C(N)N(c3ccc(Cl)cc3)C3=C2C(=O)CC(C)(C)C3)c2ccccc21 (stereo unspecified)	7%	-6%	6%	2%	-2%	1%	-6%	3%
O=C(/C=C/Sc1ccc(C(F)(F)F)cn1)c1ccccc1	-7%	2%	nt	7%	6%	nt	nt	-21%
CC1(C)CC(=O)C2=C(C1)N(c1ccccc1)C(N)=C(C#N)C2c1ccccc1 (stereo unspecified)	-5%	-11%	5%	-20%	-1%	0%	-9%	-3%
CCOC(=O)c1cccc(NC(=O)CSc2nnc(C3CCCCC3)n2CC)c1	6%	-4%	-7%	4%	2%	-12%	-7%	6%
O=C(Nc1ccccc1OC(F)F)c1ccccc1	-2%	3%	6%	4%	1%	5%	-5%	4%
C=C1c2ccccc2O[C@H](C(=O)OCC)[C@@H]1C1CCCCC1 (tested in a mixture with another compound)	nt	3%[119 µM]	?	nt	-2%[119 µM]	nt	nt	-20%[88.7 µM]
O=C(O)CSCc1ccc(Cl)cc1	6%	4%	14%	-5%	-1%	-2%	-16%	6%
C#CCNC(=O)C1=C[C@@H](c2ccc(Br)cc2)[C@H](CCCO)[C@@H](OCC)O1	-1%	-2%	10%	11%	-4%	nt	nt	-3%
CC(C)c1onc(C(=O)N2CCOCC2)c1[N+](=O)[O-]	8%	1%	0%	10%	-9%	0%	nt	0%
COCCN(C(=O)CC(C)(C)C)c1nnc(-c2cccnc2)s1	-8%	6%	0%	4%	-11%	-2%	-3%	-1%
O=C(Nc1ccccn1)c1cc2ccccc2o1	-7%	0%	6%	-5%	-1%	3%	0.71µM*	7%
COC(=O)CCC(=O)OC1(C)C(=O)C=C2C=C(C3CC3)N(c3cccc(C#N)c3)C=C2C1=O (stereo unspecified)	?	1%[17.4 µM]	-7%[13.5 µM]	-15%	13%[17.5 µM]	nt	-5%[9.22 µM]	0%[14.2 µM]
COc1ccc(NC(=O)NCCN2CCN(c3cccc(Cl)c3)CC2)cc1	5%	-10%	6%	-3%	-5%	-12%	-6%	-1%
COc1ccc2c(c1)c(C(O)CN1CCC(Cc3ccccc3)CC1)c(C)n2C (stereo unspecified)	6%	2%	1%	-14%	7%	-7%	-5%	7%
O=C(Nc1ccc(S(=O)(=O)Nc2ncccn2)cc1)c1cccc(S(=O)(=O)N2CCCC2)c1	0%	2%	nt	-12%	5%	nt	nt	-6%
CN(CC(=O)Nc1ccccc1C(F)(F)F)C(=O)COc1ncnc2ccccc12	?	nt	6%	2%	5%	-3%	10%	-6%
Cc1cc(C)c2c(N)c(C(=O)c3ccc(Cl)c(Cl)c3)sc2n1	3%	3%	5%	-5%	-6%	6%	-39%[inhibitor]	8%
CC(=O)Nc1ncc(Cc2cccc(Cl)c2Cl)s1	4%	-4%	5%	4%	-3%	14%	-6%	19%
Cc1nc(N)c(Cc2ccc(Cl)cc2Cl)c(N)n1	1%	2%	6%	1%	-4%	6%	-58%[inhibitor]	-4%
C/C(=C\c1ccccc1)CN1CCC(C(=O)N2CCCCC2)CC1	?	-1%	?	-1%	5%	-6%	-7%	5%

Taken from the listing for reference:
smiles	KDM4E inh	GAA spleen mod	ALDH1A1 inh	GAA glycogen	aGal spleen mod	GAA inhib	SMN2 splice enh	GoLoco inh red
CN1C(=O)C2(C(C#N)=C(N)N(c3ccc(Cl)cc3)C3=C2C(=O)CC(C)(C)C3)c2ccccc21 (stereo unspecified)	7%	-6%	6%	2%	-2%	1%	-6%	3%
O=C(/C=C/Sc1ccc(C(F)(F)F)cn1)c1ccccc1	-7%	2%	nt	7%	6%	nt	nt	-21%
CC1(C)CC(=O)C2=C(C1)N(c1ccccc1)C(N)=C(C#N)C2c1ccccc1 (stereo unspecified)	-5%	-11%	5%	-20%	-1%	0%	-9%	-3%
CCOC(=O)c1cccc(NC(=O)CSc2nnc(C3CCCCC3)n2CC)c1	6%	-4%	-7%	4%	2%	-12%	-7%	6%
O=C(Nc1ccccc1OC(F)F)c1ccccc1	-2%	3%	6%	4%	1%	5%	-5%	4%
C=C1c2ccccc2O[C@H](C(=O)OCC)[C@@H]1C1CCCCC1 (tested in a mixture with another compound)	nt	3%[119 µM]	?	nt	-2%[119 µM]	nt	nt	-20%[88.7 µM]
O=C(O)CSCc1ccc(Cl)cc1	6%	4%	14%	-5%	-1%	-2%	-16%	6%
C#CCNC(=O)C1=C[C@@H](c2ccc(Br)cc2)[C@H](CCCO)[C@@H](OCC)O1	-1%	-2%	10%	11%	-4%	nt	nt	-3%
CC(C)c1onc(C(=O)N2CCOCC2)c1[N+](=O)[O-]	8%	1%	0%	10%	-9%	0%	nt	0%
COCCN(C(=O)CC(C)(C)C)c1nnc(-c2cccnc2)s1	-8%	6%	0%	4%	-11%	-2%	-3%	-1%
O=C(Nc1ccccn1)c1cc2ccccc2o1	-7%	0%	6%	-5%	-1%	3%	0.71µM*	7%
COC(=O)CCC(=O)OC1(C)C(=O)C=C2C=C(C3CC3)N(c3cccc(C#N)c3)C=C2C1=O (stereo unspecified)	?	1%[17.4 µM]	-7%[13.5 µM]	-15%	13%[17.5 µM]	nt	-5%[9.22 µM]	0%[14.2 µM]

(listing goes on)
smiles	KDM4E inh	GAA spleen mod	ALDH1A1 inh	GAA glycogen	aGal spleen mod	GAA inhib	SMN2 splice enh	GoLoco inh red
Cc1ccc(S(=O)(=O)Nc2nc(-c3ccc(F)cc3)cs2)cc1	-10%	-9%	nt	2%	-1%	nt	nt	7%
CCn1c(C2CCN(S(=O)(=O)c3ccc(OC)cc3)CC2)n[nH]c1=S	-5%	1%	?	4%	-1%	-10%	nt	3%
C=CCN=C1SCC(=O)N1S(=O)(=O)c1ccc(C)cc1	0%	1%	?	4%	-5%	-3%	-8%	17%
C=CCOn1c(=O)c(-c2cccs2)[n+]([O-])c2ccccc21	?	5%	-3%	3%	6%	0%	-12%	-1%
O=C(O)c1ccc(-c2nc(-c3ccc(Cl)cc3)cs2)cc1	?	nt	-5%	-1%	7%	-5%	4.5µM*	4%
Cc1cc(C(=O)Nc2ccc3c(c2)CCC3)c2ccccc2n1	-26%	-3%	12%	1%	-5%	12%	-7%	21%
Cc1ccc(C(=O)NCCc2ccc(S(=O)(=O)N3CCCC3)cc2)cc1	13%	2%	?	-10%	1%	6%	nt	-4%
NS(=O)(=O)c1ccc(NC(=O)COC(=O)c2c3c(nc4ccccc24)/C(=C\c2ccc4c(c2)OCO4)CCC3)cc1	?	-11%	-8%	-13%	-2%	-5%	-1%	-5%
CC(=O)NCCn1c(SCc2ccc(C)cc2)nc2ccccc2c1=O	4%	-11%	?	-3%	-19%	-6%	-23%	5%
CCCCNC(=O)Oc1cccc(N2CCCC2=O)c1	-1%	-2%	?	7%	8%	-7%	-3%	-13%
COc1ccc(-c2ccnc(-c3ccc(OCCCF)cc3)n2)cc1	-2%	-5%	?	-4%	2%	4%	-27%	7%
COc1cccc(C(=O)Nc2ccc(C3CC3(Cl)Cl)cc2)c1 (stereo unspecified)	-9%	9%	11µM*	-18%	5%	-8%	13µM*	5%
Cc1cc(C)n(-c2ccc(C(=O)Nc3cccc([N+](=O)[O-])c3)cc2)n1	11%	0%	2%	0%	3%	-16%	-33%[inhibitor]	1%
C=CCNC(=O)COc1cc(C)ccc1C	2%	6%	4%	-9%	10%	1%	1%	-3%
CCOc1ccccc1NC(=O)C1CCCN(S(=O)(=O)c2c(C)[nH]c(=O)[nH]c2=O)C1 (stereo unspecified)	9%	-7%	-3%	-4%	-10%	-1%	3%&5%	-3%
COc1ccc(C2C(C(=O)c3ccc(C)o3)=C(O)C(=O)N2c2cc(C)on2)cc1OC (stereo unspecified)	-4%	-3%	-1%	3%	3%	-9%	-5%	30%[activator]
CCCCN1C2CCCC1CC(NC(=O)C1CCCCC1)C2 (stereo unspecified)	-1%	2%	-1%	4%	-2%	-10%	-4%	12%
COc1ccc(CN(Cc2cc3cc(C)ccc3[nH]c2=O)C(=O)N(C)C)cc1	?	-6%	?	-16%	-2%	3%	-23%	8%
Nn1c(Cc2ccccc2F)n[nH]c1=S	?	-1%	?	-3%	2%	-6%	1%	-5%
O=C(CSc1nnc(Cc2cc(=O)[nH]c(=O)[nH]2)n1-c1ccc(Cl)cc1)NC1CCCC1	6%	1%	-15%	-10%	5%	3%[15.4 µM]	?	0%

Single records, from the list above.
COc1ccc(C2C(C(=O)c3ccc(C)o3)=C(O)C(=O)N2c2cc(C)on2)cc1OC (stereo unspecified) is entered as KDM4E inh = -4%; GAA spleen mod = -3%; ALDH1A1 inh = -1%; GAA glycogen = 3%; aGal spleen mod = 3%; GAA inhib = -9%; SMN2 splice enh = -5%; GoLoco inh red = 30%[activator]
Cc1ccc(S(=O)(=O)Nc2nc(-c3ccc(F)cc3)cs2)cc1 is entered as KDM4E inh = -10%; GAA spleen mod = -9%; ALDH1A1 inh = nt; GAA glycogen = 2%; aGal spleen mod = -1%; GAA inhib = nt; SMN2 splice enh = nt; GoLoco inh red = 7%

Next results follow:
smiles	KDM4E inh	GAA spleen mod	ALDH1A1 inh	GAA glycogen	aGal spleen mod	GAA inhib	SMN2 splice enh	GoLoco inh red
CCCCSc1nc(C)cc(NC(=S)Nc2ccc(OC)cc2)n1	6%	-13%	?	-9%	-2%	2%	6%	5%
Cc1ccc(-c2nn(-c3ccccc3)cc2C(=O)N2CCOCC2)cc1	12%	0%	?	2%	-3%	-1%	-1%	1%
CN1CCN(c2nc(-c3ccncc3)nc3ccccc23)CC1	?	-1%	?	-7%	3%	-7%	2%	-12%
CCCc1nnc(SCC(=O)N2CCCC2)n1CC1CCCO1 (stereo unspecified)	0%	6%	5%	-17%	-3%	3%	19%	6%
O=C(CCC(=O)Nc1ccccc1)NNC(=O)c1cccs1	0%	-2%	6%	7%	-5%	3%	20%	5%
COc1cc2c(cc1OC)C(=O)N(C)CC2	4%&9%	1%&-6%	7%&5%	4%	-9%&-6%	nt	nt	3%&8%
O=C(Cc1c(F)cccc1Cl)N1CCOCC1	?	-21%	10%	-14%	2%	1%	-4%	7%
Cc1ncc(CO)c2cc(-c3nnc(Nc4ccc5c(c4)OCO5)s3)c(=O)oc12	-6%	-1%	nt	1%	1%	nt	nt	-12%
